Bioassay records as filed in PubChem BioAssay.
ROC1-CUL1 inh: human ROC1-CUL1 E3 ligase inhibition | in vitro K48 di-Ub FRET, acceptor:donor ratio, 45 min | inhibition, % at 10 µM | actives 0.6% (n = 140,000) | AID 1347404; in the data active means inhibition above about 25%
Target sequence (P62877 whole entry, looked up): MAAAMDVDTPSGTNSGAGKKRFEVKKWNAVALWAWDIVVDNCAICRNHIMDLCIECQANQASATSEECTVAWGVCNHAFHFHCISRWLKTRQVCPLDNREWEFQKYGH
Target sequence (Q13616 whole entry, looked up): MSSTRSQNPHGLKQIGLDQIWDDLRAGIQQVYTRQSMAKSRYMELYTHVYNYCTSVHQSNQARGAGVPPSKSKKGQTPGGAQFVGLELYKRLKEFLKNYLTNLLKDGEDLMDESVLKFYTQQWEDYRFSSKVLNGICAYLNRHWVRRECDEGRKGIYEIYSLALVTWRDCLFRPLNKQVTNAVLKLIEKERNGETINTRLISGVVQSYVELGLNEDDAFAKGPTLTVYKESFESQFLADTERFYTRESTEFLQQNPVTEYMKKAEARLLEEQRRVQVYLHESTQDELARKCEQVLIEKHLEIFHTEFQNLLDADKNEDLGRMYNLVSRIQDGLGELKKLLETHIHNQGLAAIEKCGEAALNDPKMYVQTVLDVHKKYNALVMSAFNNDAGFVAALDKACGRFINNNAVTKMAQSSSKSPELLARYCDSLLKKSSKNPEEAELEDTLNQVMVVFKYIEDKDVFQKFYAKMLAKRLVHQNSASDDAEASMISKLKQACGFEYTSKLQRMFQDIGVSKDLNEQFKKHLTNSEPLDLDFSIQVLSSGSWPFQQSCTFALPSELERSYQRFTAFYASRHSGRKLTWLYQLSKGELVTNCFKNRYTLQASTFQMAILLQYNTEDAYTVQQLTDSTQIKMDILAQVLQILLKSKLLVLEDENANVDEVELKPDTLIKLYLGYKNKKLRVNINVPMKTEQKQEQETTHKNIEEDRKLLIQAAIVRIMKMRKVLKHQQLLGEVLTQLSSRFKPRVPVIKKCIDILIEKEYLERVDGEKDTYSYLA
Starred values were filed as active, the others as inactive; & = joins results of further samples. Not all compounds are listed; rates above refer to the full screens.

SMILES | ROC1-CUL1 inh
CCOC(=O)c1c2c(n3cc4ccccc4cc13)C(=O)c1ccccc1C2=O | 1
O=C(Nc1ccc(I)cc1C(=O)Nc1ccncc1)c1cccnc1 | 3
CCN1CC(CNC(=O)c2ccc(OC3CCN(Cc4ccccn4)CC3)cc2)CC1=O (configuration not stated) | 7
COc1ccc(-c2cc(C(F)(F)F)nc(SCC(=O)NCCc3ccccc3)n2)cc1 | 2
CCCn1c(N2CCCCCC2)nc2c1c(=O)[nH]c(=O)n2C | -1
Cc1ccc2oc(Cc3nc4cc(C)ccc4o3)nc2c1 | 7
O=C1OCCN1/N=C\c1ccnc2ccccc12 | 2
Cc1ccc(-c2nc3c(c(SCC(=O)N(C)c4ccccc4)n2)Cc2c(CO)cnc(C)c2O3)cc1 | -5
Cc1cc2sc(NC(=O)c3cncc(Br)c3)nc2cc1Cl | -6
N#CC1C(=N)Oc2ccc3ccccc3c2C1c1cccc2ccccc12 (configuration not stated) | -6
CCCCCn1c(NCc2ccc(OC)cc2)nc2ccccc21 | 8
COc1cc(O)c(C(=O)/C=C/c2ccc(OC)c(OCc3ccccc3)c2)c(OC)c1 | 4
Cc1ccc(CNC(=O)c2cc(NC(=O)CC3CCCC3)cc3nc(C4CCCO4)n(C)c23)cc1 (configuration not stated) | 6
O=C(NCc1ccccc1)c1sc2ccccc2c1Cl | 5
CCc1ccc(CNC(=O)Cn2nc(C)c3c(C)n(-c4ccc(C)cc4)nc3c2=O)cc1 | -6
CN1CCC(N2CCCC(NC(=O)C3=NN(C)C(=O)CC3)C2)CC1 (configuration not stated) | 4
Cc1ccc(N=Nc2c(N)n[nH]c2-c2c(C)n(C)n(-c3ccccc3)c2=O)cc1 | 8
CCc1sc(=NC(C)=O)n(C)c1-c1ccc(OC)cc1 | 3
CC(C)c1c(C(=O)NCC2(N3CCOCC3)CCCCCC2)cnn1-c1nccc(-c2ccco2)n1 | 8
CC(=O)Nc1c(C(=O)Nc2cccc(C)c2)nnn1-c1ccc(C)cc1 | -2
Clc1ccc(OCc2nc(-c3ccc(-n4cccc4)cc3)no2)cc1 | 1
COc1ccc(-n2c(Cn3nc(C(F)(F)F)cc3C)n[nH]c2=S)cc1 | -6
CN(C)c1ccc(NC(=O)CSc2nc(-c3ccco3)cc(C(F)(F)F)n2)cc1 | 5&5
CCCOc1ccccc1C1C(C(=O)Nc2ccccc2)C(C)=Nc2nnnn21 (configuration not stated) | -4
CC(C)(C)c1ccc(S(=O)(=O)NCC(=O)Nc2sc3c(c2C(N)=O)CCCCC3)cc1 | 3
N=c1n(Cc2ccccc2)c2ccccc2n1Cc1ccccc1 | -3
CCn1c(SCC(=O)OC)nc2sc3c(c2c1=O)CC(C)(C)OC3 | 4
O=S(=O)(NNc1cccc(Cl)n1)c1ccc(Cl)cc1 | 5
CN(C)c1ccc(C=Nc2cc(-c3ccccc3)nn2-c2ccccc2)cc1 | -7
Cc1nnc(-c2cccc(NC(=O)C3CCN(Cc4ccc(CO)o4)CC3)c2)s1 | 4
N#Cc1ccc(CN2C(=O)c3ccccc3Sc3ccc(C(=O)OCc4ccco4)cc32)cc1 | -4
COC(=O)CSc1nnc(CSc2nc3nc(C)cc(C)n3n2)s1 | -1
CCSCCOC(=O)C1=C(C)N=C(C)C(C(=O)OCCSCC)C1c1cccc([N+](=O)[O-])c1 (configuration not stated) | 6
CCCc1n[nH]c2c1CN(S(=O)(=O)c1ccc3c(c1)OCCO3)CC2 | 6
Cc1cc(=O)oc2sc3c4ccccc4ccc3c12 | -7
Cc1ccc2ncc3c(-c4ccc(F)cc4)nn(-c4cccc(F)c4)c3c2c1 | -4
O=C(c1cscn1)N1CCCC(CCc2ccccc2F)C1 (configuration not stated) | 0
O=C(CN1CCc2ccccc2C1)N1CCc2ccccc21 | 7
Cc1ccc(-c2nnc(SCCCCOc3ccccc3)o2)cc1 | -5
COc1ccc(-c2noc(-c3ccc(NC4CCCC4)c([N+](=O)[O-])c3)n2)cc1OC | 4

17 neighbouring entries from above, quoted:
SMILES | ROC1-CUL1 inh
CCCOc1ccccc1C1C(C(=O)Nc2ccccc2)C(C)=Nc2nnnn21 (configuration not stated) | -4
CC(C)(C)c1ccc(S(=O)(=O)NCC(=O)Nc2sc3c(c2C(N)=O)CCCCC3)cc1 | 3
N=c1n(Cc2ccccc2)c2ccccc2n1Cc1ccccc1 | -3
CCn1c(SCC(=O)OC)nc2sc3c(c2c1=O)CC(C)(C)OC3 | 4
O=S(=O)(NNc1cccc(Cl)n1)c1ccc(Cl)cc1 | 5
CN(C)c1ccc(C=Nc2cc(-c3ccccc3)nn2-c2ccccc2)cc1 | -7
Cc1nnc(-c2cccc(NC(=O)C3CCN(Cc4ccc(CO)o4)CC3)c2)s1 | 4
N#Cc1ccc(CN2C(=O)c3ccccc3Sc3ccc(C(=O)OCc4ccco4)cc32)cc1 | -4
COC(=O)CSc1nnc(CSc2nc3nc(C)cc(C)n3n2)s1 | -1
CCSCCOC(=O)C1=C(C)N=C(C)C(C(=O)OCCSCC)C1c1cccc([N+](=O)[O-])c1 (configuration not stated) | 6
CCCc1n[nH]c2c1CN(S(=O)(=O)c1ccc3c(c1)OCCO3)CC2 | 6
Cc1cc(=O)oc2sc3c4ccccc4ccc3c12 | -7
Cc1ccc2ncc3c(-c4ccc(F)cc4)nn(-c4cccc(F)c4)c3c2c1 | -4
O=C(c1cscn1)N1CCCC(CCc2ccccc2F)C1 (configuration not stated) | 0
O=C(CN1CCc2ccccc2C1)N1CCc2ccccc21 | 7
Cc1ccc(-c2nnc(SCCCCOc3ccccc3)o2)cc1 | -5
COc1ccc(-c2noc(-c3ccc(NC4CCCC4)c([N+](=O)[O-])c3)n2)cc1OC | 4

(next part)
SMILES | ROC1-CUL1 inh
Cc1cccc(C(=O)Nc2ccc3oc(=O)ccc3c2)c1 | 2
Cc1sc(-c2c(C#N)c(N)nc3c2CCCC3)cc1COc1ccc(F)cc1Cl | 3
Cc1cnc(NCC2OCCc3ccccc32)nc1-c1ccnn1C (configuration not stated) | 11
O=C(NCC(c1ccco1)S(=O)(=O)c1cccs1)c1ccc(C(F)(F)F)cc1 (configuration not stated) | -9
Cc1[nH][nH]c(=O)c1C(c1c(C)[nH][nH]c1=O)c1cn(Cc2ccccc2Cl)c2ccccc12 | 68*
CC(C)c1nccn1C(C)C(=O)N1CCC(CCC(=O)N(C)Cc2ccccc2)CC1 (configuration not stated) | -10
CC(=NCc1ccccc1)C1C(=O)c2cccc3c2N(CCC3)C1=O (configuration not stated) | -6
COc1ccc(CCN2CCCC(CN(C)C(=O)c3cc(C)nn3C)C2)cc1 (configuration not stated) | 0
COc1ccccc1CCN1CCCC(CN(C)C(=O)C(=O)c2ccco2)C1 (configuration not stated) | 1
Cn1cnc(S(=O)(=O)N2CCC(C(=O)Nc3ccc(C#N)cc3)CC2)c1 | -7
O=C(c1ccc(NC2CCSC2)nc1)N1CCCN(c2ncccn2)CC1 (configuration not stated) | 1
Cc1cc(-c2nc3ncccc3o2)ccc1NC(=O)C(C)C | 11
COc1ccc(-c2noc(-c3ccc(N4CCN(c5ccccc5)CC4)c([N+](=O)[O-])c3)n2)cc1OC | 2
CCOc1ccc(-c2nnc(SCC(=O)Nc3ccc(C)cc3Cl)o2)cc1 | 0
C=CCn1c(SCC(=O)N2CCc3ccccc3C2)nc2sc(C)cc2c1=O | 3
O=C(Cn1ncc2c3ccccc3n(Cc3ccccc3)c2c1=O)NCc1ccccn1 | 9
CN1CCC(N2CCC3(CCCN(CC4CC4)C3)C2)CC1 (configuration not stated) | 0
CCOc1ccc(N2C(=O)C(=O)C(C(=O)c3ccc(C)cc3)C2c2cccc(OC)c2)cc1 (configuration not stated) | 8
CCC(C)C(=O)NC1CCCCCC1 (configuration not stated) | 5
CCc1ccccc1NC(=O)CN1C(=O)c2cccnc2Oc2ccc(Cl)cc21 | -5
CC(=O)OC1C(COC(c2ccccc2)(c2ccccc2)c2ccccc2)O[C@H]2COC(C)(C)O[C@@H]12 (some centres not stated) | 8
Cc1cnnn1-c1ccc(NC(=O)c2nnn(-c3ccc(Cl)cc3)c2C)cc1 | 5
O=C1S/C(=C\c2ccccc2C(F)(F)F)C(=O)N1c1ccc(Cl)cc1 | 11
CC(C)N1C(=O)S/C(=C\c2cccn2-c2cccc(C(=O)O)c2)C1=O | 3
CN(C)c1ccc(/C=C/C(=O)c2nc3ccccc3[nH]2)cc1 | -14
COc1cccc(NC(=O)CCNS(=O)(=O)c2ccc3c(c2)CCCC(=O)N3)c1 | 2
CCn1nc(-c2ccccc2)c(-c2ccccc2)c(C(=O)Nc2nc(C)c(C(=O)N(C)C)s2)c1=O | 2
COc1cccc(NC(=O)c2ccc(Cl)c([N+](=O)[O-])c2)c1 | 0
O=C(COc1ccc(Cl)cc1)NCC(c1ccco1)S(=O)(=O)c1ccc(F)cc1 (configuration not stated) | -8
COCCNC(=O)C1CC(=O)N(c2ccc(O)cc2)C1 (configuration not stated) | -6
CCC(C)c1ccccc1NC(=O)c1cccc2c(Br)cccc12 (configuration not stated) | -9
COCCCN1C(=O)CC(CC(=O)N2CCN(C(=O)c3ccco3)CC2)(c2ccccc2C)C1=O (configuration not stated) | 12
CN(C)S(=O)(=O)N1CCC(C(=O)Nc2ccc(Br)cc2F)CC1 | 6
CC(=O)OCCOCn1cc(Br)c(=O)[nH]c1=O | -12
COc1cc(NC(=O)c2cc(C)nc3c2c(C)nn3-c2ccccc2Cl)cc(OC)c1 | 2
O=S(=O)(NCc1cccs1)c1cc(F)ccc1F | 0
CCC(C)c1ccc(-c2cc(C(=O)N/N=C/c3cccnc3)c3ccccc3n2)cc1 (configuration not stated) | -3
Cc1ccc(S(=O)(=O)c2nc(-c3ccc(Cl)cc3)oc2NCCN2CCOCC2)cc1 | -1
Cc1ccc2c(=O)cc(C(=O)Nc3cccc(Cl)c3C)oc2c1C | -3
Cc1cc(N2CCN(C)CC2)nc2ccc(NC(=O)Nc3ccccc3)cc12 | -7
CC(C)c1nnc(-c2ccc(Cl)cc2)c(NCCCN(C)C)n1 | 4
Cn1nccc1C(=O)N1CCC2(CCCN(Cc3ccccc3F)C2=O)C1 (configuration not stated) | -5
COC(C(=O)O)c1cc2ccccc2s1 (configuration not stated) | 3
COc1cc(NC(=O)CC2C(=O)N(c3ccccc3)C(=O)N2Cc2ccc(F)cc2)cc(OC)c1 (configuration not stated) | 0
O=C(N/N=C/c1ccccc1[N+](=O)[O-])c1cccc(Cl)c1 | -4
CCOC(=O)c1ccc(-n2c(CCC(=O)O)ccc2-c2ccc(Br)cc2)cc1 | 4
Cc1cc(Nc2cccc(C(F)(F)F)c2)nc2ccc(NC(=O)c3cccc(Cl)c3)cc12 | -10
Cc1cc(N=Nc2ccccc2[N+](=O)[O-])c(N)c(N=Nc2ccccc2[N+](=O)[O-])c1N | -9
Cc1c(CC(=O)NCc2ccon2)c2c(n1Cc1ccc(F)cc1)CCCC2=O | 12
CCOc1cccc(CN2CCC3(CC2)c2ccccc2[C@@H](NC(=O)CC)[C@@H]3OCCOC)c1O | 4
Continued:
SMILES | ROC1-CUL1 inh
O=C(c1ccoc1)N1CCC(C2CCN(Cc3ccc(Cl)cc3)C2)CC1 (configuration not stated) | 1
CCc1ccccc1NC(=O)C(C)n1c(=O)cc(C)c2c(C)nn(-c3ccccc3)c21 (configuration not stated) | -5
CC1=Nc2c(N=Nc3cccc(C(F)(F)F)c3)c(N)nn2C(=O)C1 | 1
CCN1CCN(CC(O)COC2CCCC2C)CC1 (configuration not stated) | 2
CCOc1ccc(CCNC(=O)CCCn2nc(C)c3sc4ccccc4c3c2=O)cc1OCC | 6
O=C(Nc1nc(-c2ccc(Br)cc2)ns1)c1ccc(F)cc1 | -3
CCOc1cc(C2C3=C(CC(C)(C)CC3=O)N(CC(=O)O)C3=C2C(=O)CC(C)(C)C3)ccc1OCc1ccc(Cl)cc1Cl | -8
Cc1cc(C)nc(SC(C(=O)c2ccccc2)c2ccccc2)n1 (configuration not stated) | 2
CC1=NC(=S)NC(c2c(F)cccc2Cl)C1C(N)=O (configuration not stated) | 2
C#CCN1C(=O)S/C(=C/c2cc(C)n(-c3ccc(C)cn3)c2C)C1=O | 3
O=C(Nc1cccc2c1[nH]c1ccccc12)C(F)(F)F | 6
Cc1nc(CC(=O)N2CCCC(CCC(=O)N3CCN(c4ccccn4)CC3)C2)cs1 (configuration not stated) | -2
O=C(NCCc1n[nH]c2c1CCCC2)Nc1nnc(C2CCC2)s1 | 6
O=c1c2ccccc2ncn1COCc1ccccc1 | -4
CCOC(=O)c1ccc(Nc2nc3ccccc3nc2NS(=O)(=O)c2ccc(Cl)cc2)cc1 | 7
Cc1ccc(-c2csc(-c3c(N)sc4c3CCCC4)n2)cc1 | -1
COc1ccc2cc(S(=O)(=O)N3CCOCC3)ccc2c1S(=O)(=O)N1CCOCC1 | 4
COc1cc2c(-c3cccnc3)nc3c(cnn3-c3ccccc3)c2cc1OC | 4
Cc1ccsc1C(=O)NCC1Cc2cc(F)cc(-c3ccccn3)c2O1 (configuration not stated) | -2
COc1cccc(=O)c2c(C)oc(C)c12 | -3
CN1CCN(c2nc(NCCO)c3ccccc3n2)CC1 | 0
COc1ccc(C)cc1NC(=O)Cn1c(=O)n(Cc2nc(C)no2)c(=O)c2ccccc21 | -2
COC(F)(C(=O)Nc1c(-c2ccccc2)c(C)nn1-c1ccccc1)C(F)(F)F (configuration not stated) | 3
CCN(CC)CC(O)COc1ccc(CNC2CCCCC2)cc1OC (configuration not stated) | 0
Cc1cc(Cl)ccc1N=c1ssc2c1-c1cccc(C)c1NC2(C)C | 7
O=C(COc1ccc(Cl)cc1)NCc1ccncc1 | 3
O=C(O)CCC(=O)N1CCNCC1 | 4
CCCN1CCC(NC(=O)c2ccc(C)cc2)CC1 | -3
CNCc1ccccc1Sc1cccc(O)c1 | 3
Cc1ccc(NC(=O)c2ccc3snnc3c2)cc1C | -2
O=C(NC(C(=O)O)C1CCC(=NO)CC1)c1ccccc1 (configuration not stated) | 6
Cc1ccc(O)c(-c2nc(C)ccc2O)n1 | 12
CN1C(=O)C(c2ccccc2)C(=O)C2=C1CC(C)(C)CC2=O (configuration not stated) | -5
